# Assay outcomes (PubChem)
# CCT chaperon mod – changes cytosolic chaperonin activity. purified chaperonin ATPase assay, HTRF ADP detection, 30 min. activity change, % (concentration not given with the values), hits read low. 360,000 compounds, 0.3% hits. AID 651819; in the data active means activity change below about -30%; further: on the % scale 0 is the no-effect control and ±100 the full control effect
#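 We incubate TRiC, 40 or 20 nM final, with library compounds at 76 uM and 10 uM ATP for 30 min at 37 °C. ADP formed is detected with Transcreener HTRF reagents after 30 min at room temperature.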
# EPAC1 antag – antagonists of human EPAC1; O95398; EPAC1 GEF assay, Rap1b-BODIPY-GDP exchange fluorescence; Potency, µM (titrated, usually from 115 µM), for the others: at the top dose activity change, negative = inhibition, hits mostly inhibitors; 360,000 compounds, 0.14% hits;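 further: potency means the concentration at half of the fitted maximal effect; plate controls were vehicle for no effect and positive control for full effect; nearly all actives have a fitted effect of over 50% in size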
# WRN inhibitor – inhibitors of human WRN helicase; Q14191; WRN helicase unwinding, fluorescent forked duplex, kinetic; Potency, µM (highest dose often 114 µM), without a hit: top-dose activity change, negative = inhibition, most hits filed as inhibitors; 360,000 compounds, 0.46% hits; AID 651768; further: potency means the concentration at half of the fitted maximal effect; on the % scale 0 is the no-effect control and ±100 the full control effect; nearly all actives have a fitted effect of over 55% in size
#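 WRN at 20 nM final was preincubated with compound for 15 min at room temperature; reaction started with 100 nM forked duplex oligonucleotide carrying fluorophore and quencher plus 2 mM ATP (final). Unwinding followed kinetically by red fluorescence (ex 525/em 598 nm).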
# Mm-Cpn inhibitor – blocks the Methanococcus maripaludis chaperonin Mm-Cpn; purified Mm-Cpn ATPase, ADP Transcreener TR-FRET; Potency, µM (titrated, usually from 76.9 µM), for inactives: at the highest dose activity, negative = inhibition, hits mostly inhibitors; 330,000 compounds, 0.031% hits; AID 504842; further: potency means the concentration at half of the fitted maximal effect; on the % scale 0 is the no-effect control and ±100 the full control effect; nearly all actives have a fitted effect of over 80% in size
#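 ATP (10 uM final) was added to archaeal chaperonin (25 nM final) after 10 min exposure to test compound at 37°C; after 30 min further incubation, ADP was detected by competitive TR-FRET.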
# EPAC2 antag – antagonists of human EPAC2 | EPAC2 GEF exchange of Rap1B-BODIPY-GDP, fluorescence | Potency, µM (titrated, usually from 114 µM), without a hit: top-dose activity, negative = inhibition, most hits filed as inhibitors | 360,000 compounds, 0.18% hits | AID 720708 | Q8WZA2; further: potency means the concentration at half of the fitted maximal effect; on the % scale 0 is the no-effect control and ±100 the full control effect; nearly all actives have a fitted effect of over 45% in size; many of its hits are not listed in these tables
# PLK1 PBD block – PLK1 (human) polo-box domain binding inhibition; Potency, µM, inactives show max response, negative = inhibition, hits mostly inhibitors; 360,000 compounds, 2.8% hits; Plk1 PBD binding of FITC phosphopeptide, fluorescence polarization; P53350; AID 720504; further: potency means the concentration at half of the fitted maximal effect; series mostly up to about 57 µM; on the % scale 0 is the no-effect control and ±100 the full control effect; nearly all actives have a fitted effect of over 65% in size
# Target sequence (P53350 whole entry, looked up, the tested form may be a part): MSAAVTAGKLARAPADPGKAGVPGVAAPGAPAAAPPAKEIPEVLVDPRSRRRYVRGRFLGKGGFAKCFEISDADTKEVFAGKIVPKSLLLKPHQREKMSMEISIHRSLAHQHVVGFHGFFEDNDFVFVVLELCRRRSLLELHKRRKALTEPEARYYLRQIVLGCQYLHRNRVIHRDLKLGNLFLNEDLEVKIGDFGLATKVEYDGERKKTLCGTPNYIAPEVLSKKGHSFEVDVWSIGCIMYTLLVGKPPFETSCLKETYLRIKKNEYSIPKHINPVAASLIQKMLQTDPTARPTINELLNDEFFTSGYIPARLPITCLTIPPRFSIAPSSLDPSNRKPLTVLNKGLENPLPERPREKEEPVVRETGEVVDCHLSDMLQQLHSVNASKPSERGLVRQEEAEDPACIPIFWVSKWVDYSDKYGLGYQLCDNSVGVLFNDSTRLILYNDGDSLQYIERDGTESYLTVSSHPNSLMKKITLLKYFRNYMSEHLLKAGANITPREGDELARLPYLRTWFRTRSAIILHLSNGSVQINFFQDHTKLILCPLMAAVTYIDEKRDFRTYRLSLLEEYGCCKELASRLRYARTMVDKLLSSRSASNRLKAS
# EPAC1 ag – EPAC1 (human) agonism | 360,000 compounds, 0.073% hits | O95398 | EPAC1 agonist qHTS, biochemical assay; response scale: 100% = response to 6.5 mM cAMP | Potency, µM (series often up to 154 µM), for the others: at the top dose activation, actives largely listed as activators; further: potency means the concentration at half of the fitted maximal effect; nearly all actives have a fitted effect of over 60% in size
#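 Normalized to 6.5 mM cAMP, activity reflects EPAC1-catalysed release of BODIPY-GDP from Rap1B, followed kinetically over 30 min at 480 nm excitation, 540 nm emission. Reaction contained 100 nM EPAC1, 250 nM Rap1B-BODIPY-GDP, 50 uM GDP.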
# PI5P4K alpha inh – blocks human PI5P4K alpha kinase activity | max response, % | PI5P4Kalpha enzyme, ADP-Glo luminescence, 60 min; active compounds read low | AID 652105 | 330,000 compounds, 1.2% hits | P48426; active means max response of -50% or lower; inconclusive means between -30% and -50%; inactive means -30% or higher; further: value at the top dose of about 77 µM; on the % scale 0 is the no-effect control and ±100 the full control effect
# Target sequence (P48426 whole entry, looked up): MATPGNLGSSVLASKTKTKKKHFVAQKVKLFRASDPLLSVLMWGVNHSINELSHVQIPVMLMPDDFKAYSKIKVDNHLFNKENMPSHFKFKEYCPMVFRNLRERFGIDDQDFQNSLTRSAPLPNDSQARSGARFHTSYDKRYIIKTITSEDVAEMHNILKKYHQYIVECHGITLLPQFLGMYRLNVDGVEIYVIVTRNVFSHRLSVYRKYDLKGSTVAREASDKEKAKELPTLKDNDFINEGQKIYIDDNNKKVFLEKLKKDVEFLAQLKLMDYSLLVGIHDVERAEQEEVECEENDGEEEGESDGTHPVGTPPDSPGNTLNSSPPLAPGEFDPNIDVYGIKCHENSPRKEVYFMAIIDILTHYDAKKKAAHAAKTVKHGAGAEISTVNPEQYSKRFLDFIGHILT
#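 Controls without substrate or without enzyme flank wells where PI5P4Kalpha converts substrate using 5 microM ATP (final). Incubation lasts 60 minutes at room temperature; ADP formed is read by ADP-Glo luminescence.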
# Numbers without * were called inactive; u = inconclusive; x = not tested or not shown; [ ] = remark or other dose. Unless noted, the call rests on the fitted dose curve; in most records, active means well fitted curve in the direction sought with a large enough effect; inconclusive means small, poorly fitted or top-dose-only effect, or another doubt; inactive means no such curve, though single readings can be large; an effect the other way counts as inactive or inconclusive. A portion of the library; count on the stated rates, not on these rows.
SMILES,CCT chaperon mod,EPAC1 antag,WRN inhibitor,Mm-Cpn inhibitor,EPAC2 antag,PLK1 PBD block,EPAC1 ag,PI5P4K alpha inh
CCCCCC(=O)N1C[C@H](O)[C@@H](n2cc(-c3ccc(F)cc3)nn2)C[C@@H]1c1ccc(Cl)cc1,0.0,2%,-1%,x,-4%,-3%,0%,1
CC(=O)c1cccc(NC(=O)c2ccc(S(=O)(=O)N3CCCC3)cc2)c1,0.6,2%,-9%,1%,-10%,-5%,8%,0
COCCN1C[C@@H](CO)O[C@@H](n2cnc3c(NCc4ccncc4)ncnc32)C1,1.9,-11%,-4%,x,10%,-1%,5%,1
CCC(C)NC(=O)CNS(=O)(=O)c1ccc(C)cc1 (stereo not drawn),1.4,-1%,3%,-6%,9%,-3%,3%,7
Cc1ccc(S(=O)(=O)n2c(N)nc3cc(C)c(C)cc32)cc1,1.2,-20%,4%[57.1 µM],x,-17%,2%,-19%,-6
Cc1ccc(NC(=S)NC2CCCCC2)cc1S(=O)(=O)N(C)C,-0.6,-22%,-3%[57.1 µM],-2%,-10%,u,7%,0
CCOC(=O)C1CCN(c2ncnc3c2nnn3Cc2ccccc2Cl)CC1,-6.0,u,6%,-2%,-13%,-15%,17%,-1
CCN(CCO)C(=S)Nc1cc(C(=O)OC)ccc1C(=O)OC,2.9,19%,7%,-2%,24%,-11%,4%,-3
COc1ccc(S(=O)(=O)N(C(C)=O)c2ccc(OC(C)=O)c3ccccc23)cc1[N+](=O)[O-],-2.4,-23%,-6%,-1%,-5%[57.1 µM],u,-15%,-1
COC(=O)c1sccc1NC(=S)N1CCN(C)CC1,-1.1,10%,-4%,1%,7%,-6%,6%,7
C/C(=N/NC(=O)c1sc(NS(=O)(=O)c2ccc(C)cc2)nc1C)c1sc(N)nc1C,-3.8,-8%,-30%,-3%,4%,-15%,15%,-10
COc1ccc(-c2c(-c3ccc(O)cc3O)n[nH]c2C)cc1OC,-2.5,-1%,-10%,-1%,0%,-2%,-2%,x
CCOc1ccc(NC(=O)c2cccc3ccccc23)cc1,-9.1,-6%,-2%,0%,-7%,-7%,7%,9
CCC(C)NC(=O)c1cc(S(=O)(=O)N2CCCCC2)c[nH]1 (stereo not drawn),0.7,-5%,-3%,2%,-6%,-4%,5%,-2
Cc1cc(C)cc(NC(=O)CSc2nnc(CNC(=O)c3cccs3)o2)c1,0.8,-12%,-3%,0%,-2%,-1%,-7%,-7
CC(OC(=O)[C@@H]1CCCN1C(=O)c1cccs1)C(=O)Nc1cccc([N+](=O)[O-])c1 (stereo partly drawn),-2.5,7%,-10%,1%,-6%,5%,4%,0
CCOc1ccc(CNC(c2ccccc2)c2ccccc2)cc1,0.0,-2%,3%,1%,-5%,0%,5%,16
COc1ccc(C2CC(=O)Oc3cc(O)cc(O)c32)cc1 (stereo not drawn),0.3,-11%,0%,u,-18%,1%,2%,13
CCC(C(=O)NCCc1ccc(OC)cc1OC)n1nc(C)n2c(cc3occc32)c1=O (stereo not drawn),-2.8,-16%,1%,1%,-4%,-21%,-2%,10
CN(C)S(=O)(=O)c1cccc(NC(=O)COC(=O)CCOc2ccccc2)c1,-1.1,-7%,-4%,0%,-6%,-7%,7%,4
CN(CC(=O)OCC(=O)c1c(N)n(C)c(=O)n(C)c1=O)S(=O)(=O)c1ccc(Cl)cc1,-5.8,-15%,-8%,-16%,-5%,1%,4%,3
O=C(CNC(=O)c1ccccc1)NC1(C(=O)NC2CCCCC2)CCCCC1,1.4,-3%,-7%,-4%,-8%,-1%,11%,-6
COC(=O)c1cc(S(=O)(=O)NCCc2sccc2C)c[nH]1,1.7,-4%,-3%,5%,-3%,-5%,6%,-1
COc1ccccc1C(=O)NCCC(=O)N1CCN(S(=O)(=O)c2ccc(Cl)cc2)CC1,0.3,-9%,-2%,0%,-3%,4%,11%,-2
Cc1ccc(S(C)(=O)=NC(=O)c2cc(C)on2)cc1 (stereo not drawn),0.6,-5%,-9%,1%,0%,8%,1%,-3
CCCC(=O)N1CCN(c2nnc(-c3ccccc3)c3ccccc23)CC1,-0.2,-8%,11%,-1%,-7%,-17%,9%,-4
CC(=O)N1CC2(c3ccccc3)CN(C(C)=O)CC(c3ccccc3)(C1)C2=O,2.0,9%,-8%,0%,-13%,-2%,-3%,-2
CC1CCC2(CC1)NC(CO)(CO)CO2 (stereo not drawn),1.3,-8%,-1%,-5%,0%,-1%,6%,-5
COc1ccccc1NC(=O)c1ccc(Br)c(S(=O)(=O)N2CCCC2)c1,-5.1,-17%,u,-1%,0%,-20%,10%,2
COc1ccc(NC(=S)N(CCC(C)C)C2CCN(C(C)C)CC2)cc1,1.8,9%,5%,1%,16%,-5%,-6%,0
Cc1ccc(C2/C(=C(/O)c3ccc(Br)cc3)C(=O)C(=O)N2Cc2ccco2)o1 (stereo not drawn),-2.4,6%,-16%,-1%,0%,-28%,-2%,-7
CC(C)CCNC(=O)Cc1ccccc1[N+](=O)[O-],0.6,10%,2%,0%,6%,-15%,2%,x
Cc1occc1C(=O)N1CCN(c2ccc(Cl)cc2)CC1,-0.4,-5%,-4%,0%,10%,9%,-3%,6
Cc1ccc(-c2nc3cc(C)c(Br)c(C)n3c2CC(C)(C)C)cc1,-1.0,0%,-12%,x,0%,-3%,1%,0
CCCCn1c(N)c(N(CCC(C)C)C(=O)c2ccc([N+](=O)[O-])s2)c(=O)[nH]c1=O,-3.1,-30%,-1%,0%,-7%,-10%,-1%,-14
CCSc1nc(N2CCOCC2)c2ccccc2n1,-0.8,7%,-2%,0%,8%,1%,1%,2
COc1ccc(/C=C/C(=O)NCCCN2CCCC2)cc1,0.9,19%,1%,-2%,-3%,1%,-6%,-5
COc1ccccc1-c1nnc(NC(=O)c2cccc(N3C(=O)CCC3=O)c2)o1,1.6,-2%,-8%,1%,14%,-1%,-1%,-16
Clc1ccc(/C=N/N2CCN(Cc3ccccc3)CC2)cc1,1.3,-4%,-7%,0%,-4%,-5%,-1%,10
COc1ccccc1OCc1nnc(SCC(=O)Nc2nnc(C3CC3)s2)n1C,-4.5,-3%,-9%[57.1 µM],1%,1%,-13%,8%,1
N#Cc1sc(NCc2cccc(Cl)c2)nc1Cl,1.5,-23%,-16%,3%,-22%,-3%,-7%,12
Cc1cc(C(=O)OCC(=O)c2c(N)n(C)c(=O)n(C)c2=O)c(C)n1-c1ccccc1,-1.7,-3%,7%,1%,-23%,-4%,3%,-11
Cc1ccc(C2OC34CCCCCC3C(C#N)(C(=N)O4)C2(C#N)C#N)cc1 (stereo not drawn),0.7,u,-10%,0%,-1%,-16%,1%,-23
NNC(=O)c1ccc(COc2ccccc2)cc1,1.9,-20%,-4%,1%,3%,-3%,-8%,1
CN(C)c1ccnc2sc(C(=O)c3ccccc3)c(N)c12,-3.0,-4%,-4%,-1%,-14%,30µM*,-2%,-8
COc1ccc(N2C(=NC(=O)CCCc3ccccc3)SC3CS(=O)(=O)CC32)cc1 (stereo not drawn),2.0,14%,-9%,1%,2%,-5%,-1%,6
CC(=O)NC(CCS(C)(=O)=O)C(=O)Nc1ccc(Oc2ccccc2)cc1 (stereo not drawn),0.3,4%,2%,1%,-9%,-10%,-10%,5
Cc1ccc(S(=O)(=O)c2c(N)n(-c3ccccc3)c3nc4ccccc4nc23)cc1,-35*,-3%,u,-3%,-24%,-14%,20%,2
CCOc1ccccc1NC(=O)NNC(=O)CCc1ccc(OC)cc1,-0.1,u,1%,1%,-9%,2%,15%,-1
Cc1cc(C)cc(NC(=S)NC2CC3CCCC(C2)N3C2CC2)c1 (stereo not drawn),-0.9,1%,-4%,2%,-9%,-4%,-3%,-1
COc1ccc(C(=O)c2c[nH]c(C(=O)NCCCn3ccnc3)c2)cc1,1.8,0%,-2%,1%,0%,-10%,2%,-2
C=CCOc1c(Br)cc(CNn2nnnc2N)cc1OCC,-1.0,5%,-11%,2%,4%,0%,0%,2
NC(=O)CN(c1ccc(Oc2ccccc2)cc1)S(=O)(=O)c1ccccc1,2.5,8%,-13%,-4%,19%,2%,-5%,6
OC(Cn1cncn1)c1ccc(Cl)cc1Cl (stereo not drawn),0.2,3%,3%,2%,12%,-2%,-1%,14
COc1ccc(OC)c2[nH]c(=O)c(CCNC(=O)C(=O)c3c(C)[nH]c4ccccc34)cc12,0.7,10%,-8%,3%,8%,2%,0%,-5
CCC(=NCCc1c(C)[nH]c2ccccc12)C1=C(O)CC(c2ccccc2)CC1=O (stereo not drawn),-1.9,-5%,-5%,0%,-3%,-9%,6%,18
CC(=O)c1ccc(S(=O)(=O)N2CCN(c3nc(-c4cccnc4)nc4ccccc34)CC2)cc1,-6.0,3%,1%,u,-9%,-1%,6%,-7
CCCn1c(N)c(C(=O)CSc2nc3ccccc3c(=O)n2-c2ccc(OC)cc2)c(=O)[nH]c1=O,-0.8,u,-19%,0%,-3%,-4%,3%,-3
CCOc1ccc(-c2cn(S(=O)(=O)c3cccc4nsnc34)nc2N)cc1,1.0,0%,-13%,0%,-5%,0%,7%,3
O=C(O)CC1NC(=S)N(c2ccccc2)C1=O (stereo not drawn),-2.5,7%,14%,1%,2%,-15%,7%,x
O=C(CCN1C(=O)C2CCCCC2C1=O)Nc1nc2c(F)cc(F)cc2s1 (stereo not drawn),0.8,5%,-6%,-2%,-8%,-11%,6%,-13
O=S(=O)(c1ccc(F)cc1)N(CCO)CC(O)Cn1c2ccccc2c2ccccc21 (stereo not drawn),-2.8,u,-11%,1%,-17%,-5%,19%,x
CCCCn1c(=O)n(CC(=O)Nc2ccc(C)c(Cl)c2)c(=O)c2c1ncn2Cc1ccco1,-0.5,-23%,-26%,-2%,15%,-9%,-12%,-10

# Ordered by the number under PLK1 PBD block (falling): some entries from above.
mol | CCT chaperon mod | EPAC1 antag | WRN inhibitor | Mm-Cpn inhibitor | EPAC2 antag | PLK1 PBD block | PI5P4K alpha inh
COc1ccc(N2C(=NC(=O)CCCc3ccccc3)SC3CS(=O)(=O)CC32)cc1 (stereo not drawn) | 2.0 | 14% | -9% | 1% | 2% | -5% | 6
CCC(=NCCc1c(C)[nH]c2ccccc12)C1=C(O)CC(c2ccccc2)CC1=O (stereo not drawn) | -1.9 | -5% | -5% | 0% | -3% | -9% | 18
O=C(O)CC1NC(=S)N(c2ccccc2)C1=O (stereo not drawn) | -2.5 | 7% | 14% | 1% | 2% | -15% | x
